ERb SRC1 inh: blocks coactivator binding to human estrogen receptor beta; Q92731; TR-FRET ER-beta LBD / SRC1-Cy5 peptide binding; receptor agonist-loaded with 1 µM estradiol; inhibition, % at 25.6 µM; hit rate 1.3% among 86,000;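 active = compounds whose percent inhibition of the receptor-coactivator binding signal exceeds about 50% in the single-dose screen, limit read from the data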;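 note: 0% = receptor plus peptide wells without compound and 100% = peptide-only wells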
HUVEC inhibit: blocks proliferation of human endothelial cells; HUVEC proliferation, CellTiter-Glo luminescence, 72 h; hits give low values; viability, % at 10 µM (by protocol); hit rate 1.1% among 86,000;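 active = viability at or below 30%; inactive = viability above 30%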;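 note: 100% = median luminescence of DMSO-only cell control wells on each plate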
H69AR inhibit: growth inhibitors of human H69AR lung tumor cells. H69AR lung tumor viability, ATP luminescence, 72 h; hits give low values. viability, % at 10 µM. hit rate 6% among 85,000. AID 598;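 active = viability at or below 40%; inactive = viability above 40%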;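 note: multidrug resistant small cell line overexpressing MRP-1 efflux transporter; 100% = mean luminescence of untreated control wells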
ERa coact inh: ER-alpha (human) coactivator binding inhibition | P03372 | TR-FRET ER-alpha LBD / SRC-1 peptide, estradiol-bound | inhibition, % at 25.6 µM | hit rate 1.7% among 86,000 | AID 629; in the data active = inhibition above about 50%;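 note: 0% = receptor plus peptide control and 100% = peptide only without receptor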
sEH activator: increases human soluble epoxide hydrolase activity; P34913; hit rate 0.04% among 91,000; activation, % at 2 µM; AID 717; purified human sEH enzymatic activity, activator screen; in the data active = activation above about 37%; note: values of inactives mirror those of a sister screen read the other way
Target sequence (P34913 whole entry, looked up): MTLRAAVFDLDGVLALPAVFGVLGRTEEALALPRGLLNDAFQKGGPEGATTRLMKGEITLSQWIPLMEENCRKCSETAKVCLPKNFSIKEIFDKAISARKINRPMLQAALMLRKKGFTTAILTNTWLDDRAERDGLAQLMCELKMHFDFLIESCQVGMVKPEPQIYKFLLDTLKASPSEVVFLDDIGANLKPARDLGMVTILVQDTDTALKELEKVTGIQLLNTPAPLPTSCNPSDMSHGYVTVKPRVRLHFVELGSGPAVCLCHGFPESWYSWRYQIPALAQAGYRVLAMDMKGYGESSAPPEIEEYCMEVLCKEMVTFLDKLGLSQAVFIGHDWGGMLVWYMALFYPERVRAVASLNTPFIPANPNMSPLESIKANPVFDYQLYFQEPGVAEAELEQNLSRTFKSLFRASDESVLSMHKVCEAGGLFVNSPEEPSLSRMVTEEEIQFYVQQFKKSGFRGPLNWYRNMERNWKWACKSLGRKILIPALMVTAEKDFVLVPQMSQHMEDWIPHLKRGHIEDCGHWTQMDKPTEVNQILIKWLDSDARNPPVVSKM
ERa coact pot: enhances coactivator binding to human estrogen receptor alpha. P03372. TR-FRET ERalpha-LBD/SRC-Cy5 coactivator binding, 2 h; 100 = basal binding, no effect. coactivator binding (% of control), % at 25.6 µM. hit rate 1.3% among 86,000. AID 639; in the data active = activity above about 200%;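 note: binding measured in presence of low estradiol as agonist stimulus; 0% = peptide alone without receptor and 100% = receptor with peptide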
Smad3 inh: blocks human Smad3 binding to FoxH1 peptide; P84022; hit rate 0.29% among 88,000; TR-FRET Smad3/Dy647-FoxH1 peptide binding, europium anti-His; inhibition, % at 25 µM;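 active = compounds that reduce the energy-transfer binding signal between the protein and its labelled peptide by more than half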;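 note: 0% = Smad3 plus labelled peptide maximal FRET and 100% = peptide-only background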
Target sequence (P84022 whole entry, looked up): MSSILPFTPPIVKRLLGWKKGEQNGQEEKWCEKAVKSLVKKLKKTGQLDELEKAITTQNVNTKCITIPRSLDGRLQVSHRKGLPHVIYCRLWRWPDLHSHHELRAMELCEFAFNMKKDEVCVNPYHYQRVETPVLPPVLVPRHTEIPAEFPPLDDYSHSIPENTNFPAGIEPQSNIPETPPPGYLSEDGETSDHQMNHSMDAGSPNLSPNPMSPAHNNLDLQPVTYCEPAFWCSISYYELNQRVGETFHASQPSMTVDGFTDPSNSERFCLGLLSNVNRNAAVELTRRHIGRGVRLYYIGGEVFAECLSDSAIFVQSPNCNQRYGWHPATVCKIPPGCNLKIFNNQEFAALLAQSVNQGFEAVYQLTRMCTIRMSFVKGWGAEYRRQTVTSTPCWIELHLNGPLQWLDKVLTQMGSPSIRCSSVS
Lung fibro prol: blocks proliferation of human lung fibroblasts; viability, % at 10 µM; LL 47 human lung fibroblast viability, ATP luminescence; hits give low values; AID 719; hit rate 1.1% among 85,000;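 active = viability at or below 50% in the single dose screen; inactive = viability above 50%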;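 note: compound exposure lasted 72 h before the ATP readout; 100% = median luminescence of untreated cell-only wells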
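test system = LL 47 human lung fibroblasts | amount = 1,150 fibroblasts seeded per well | medium = 15% FBS in IMEM | times = overnight cell rest, 72 h compound treatment at 37 °C | measured by = CellTiter-Glo luminescence measuring cellular ATP | read-out = viability percentage against median untreated-cell control | benchmarks = cell-only wells, no compound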
Candida biofilm: kills Candida albicans biofilms | inhibition, % at 6 µM | C. albicans biofilm + clotrimazole, Alamar Blue | hit rate 0.14% among 85,000;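 active = inhibition above 20%; inactive = inhibition below 20%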;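 note: preformed 24 hr biofilms exposed to compound for 48 hr; 0% = biofilm without compound and 100% = blank killed by clotrimazole plus chlorhexidine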
* marks the source's active call; other numbers are inactive results; [ ] = another dose, or the depositor's remark. This is a subset (hit frequency here may not be typical).

N=c1n(CCN2CCCCC2)c2ccccc2n1CC(O)c1cccc(Br)c1 (stereo not drawn) was read as ERb SRC1 inh -5[fluorescence artefact?], HUVEC inhibit 65, H69AR inhibit 22*, ERa coact inh 8, sEH activator -3, ERa coact pot 106, Smad3 inh -19, Lung fibro prol 46* and Candida biofilm -1.
For O=C(O)CCN1C(=O)c2ccncc2C1=O the results were ERb SRC1 inh -4, HUVEC inhibit 107, H69AR inhibit 99, ERa coact inh -4, sEH activator -7, ERa coact pot 134, Smad3 inh -3, Lung fibro prol 96 and Candida biofilm 0.
For CC(C)CNC(=O)c1cccc(Cn2cc(Cl)cn2)c1 the results were ERb SRC1 inh -5, HUVEC inhibit 90, H69AR inhibit 88, ERa coact inh -1, sEH activator -16, ERa coact pot 104, Smad3 inh 11, Lung fibro prol 99 and Candida biofilm 12.
Screening CC(=O)NC(CCS(C)(=O)=O)C(=O)Nc1ccc(Oc2ccccc2)cc1 (stereo not drawn) returned ERb SRC1 inh -4[fluorescence artefact?], HUVEC inhibit 110, H69AR inhibit 91, ERa coact inh -9, ERa coact pot 123, Smad3 inh -4, Lung fibro prol 99 and Candida biofilm 1.
CCCCCOc1ccccc1C(=O)NCC(=O)O was read as ERb SRC1 inh 79*[fluorescence artefact?], HUVEC inhibit 97, H69AR inhibit 83, ERa coact inh -3, sEH activator 0, ERa coact pot 119[fluorescence artefact?], Smad3 inh -6, Lung fibro prol 107 and Candida biofilm 7.
For COc1ccc(OCCN(C)Cc2ccccc2)cc1 the results were ERb SRC1 inh -1, HUVEC inhibit 89, H69AR inhibit 84, ERa coact inh 3[fluorescence artefact?], sEH activator -1, ERa coact pot 101, Smad3 inh 4, Lung fibro prol 96 and Candida biofilm 8.
O=C(CN1C(=O)c2ccccc2S1(=O)=O)N1CCN(c2ccccc2)CC1 was read as ERb SRC1 inh -1, HUVEC inhibit 89, H69AR inhibit 97, ERa coact inh 6, sEH activator -7, ERa coact pot 103, Smad3 inh 8, Lung fibro prol 74 and Candida biofilm 8.
`CCC(=O)N1CCc2cc(S(=O)(=O)NC(C(=O)Nc3cccc(C)n3)C(C)C)ccc21` (stereo not drawn) gave ERb SRC1 inh 41, HUVEC inhibit 94, H69AR inhibit 95, ERa coact inh 25, ERa coact pot 96, Smad3 inh -11, Lung fibro prol 111 and Candida biofilm 4.
CCOc1ccc(-c2nnc(SCC(=O)N3CCN(c4ccccc4)CC3)o2)cc1 was read as ERb SRC1 inh -1, HUVEC inhibit 104, H69AR inhibit 97, ERa coact inh -1, ERa coact pot 117, Smad3 inh 3, Lung fibro prol 101 and Candida biofilm -3.
`Cc1cc(C(=O)Cn2nnc3ccccc3c2=O)c(C)n1-c1c(C)n(C)n(-c2ccccc2)c1=O` gave ERb SRC1 inh -7, HUVEC inhibit 95, H69AR inhibit 83, ERa coact inh 2, sEH activator -4, ERa coact pot 124, Smad3 inh 4, Lung fibro prol 96 and Candida biofilm 3.

Overlap with the part before: two compounds; new compounds follow.
CCOc1ccc(-c2nnc(SCC(=O)N3CCN(c4ccccc4)CC3)o2)cc1 was read as ERb SRC1 inh -1, HUVEC inhibit 104, H69AR inhibit 97, ERa coact inh -1, ERa coact pot 117, Smad3 inh 3, Lung fibro prol 101 and Candida biofilm -3.
`Cc1cc(C(=O)Cn2nnc3ccccc3c2=O)c(C)n1-c1c(C)n(C)n(-c2ccccc2)c1=O` gave ERb SRC1 inh -7, HUVEC inhibit 95, H69AR inhibit 83, ERa coact inh 2, sEH activator -4, ERa coact pot 124, Smad3 inh 4, Lung fibro prol 96 and Candida biofilm 3.
CCOc1cccc(NCc2cc3c(C(C)(C)C)nn(-c4ccccc4)c3[nH]c2=O)c1 was read as ERb SRC1 inh -27, HUVEC inhibit 100, H69AR inhibit 48, ERa coact inh 1, sEH activator -22, ERa coact pot 107, Smad3 inh 10, Lung fibro prol 91 and Candida biofilm 4.
`COc1ccc(NC(=O)CC2C(=O)N(c3cccc(OC)c3)C(=O)N2CCC(C)C)cc1` (stereo not drawn) gave ERb SRC1 inh -9, HUVEC inhibit 91, H69AR inhibit 79, ERa coact inh -2, sEH activator 8, ERa coact pot 105, Smad3 inh -6, Lung fibro prol 92 and Candida biofilm 8.
`O=C(c1ccccc1/S(=N/S(=O)(=O)c1ccccc1)N1CCOCC1)N1CCOCC1` (stereo not drawn) gave ERb SRC1 inh 3, HUVEC inhibit 100, H69AR inhibit 92, ERa coact inh 0, sEH activator 7, ERa coact pot 122, Smad3 inh -8, Lung fibro prol 97 and Candida biofilm 11.
`Cc1ccc(S(=O)(=O)NCCOc2nc(N3CCOCC3)nc(N3CCOCC3)n2)cc1` gave ERb SRC1 inh -6, HUVEC inhibit 99, H69AR inhibit 56, ERa coact inh -2, sEH activator 0, ERa coact pot 107, Smad3 inh -3, Lung fibro prol 96 and Candida biofilm 2.
Screening CSc1nc(-c2ccc(C)cc2)[nH]c1S(=O)(=O)c1ccccc1 returned ERb SRC1 inh -10, HUVEC inhibit 101, H69AR inhibit 82, ERa coact inh -8, sEH activator -20, ERa coact pot 93, Smad3 inh 3, Lung fibro prol 97 and Candida biofilm 3.
Screening CCCC(C(=O)NC1CCCC1)N(Cc1ccc2c(c1)OCO2)C(=O)c1snc(C(N)=O)c1N (stereo not drawn) returned ERb SRC1 inh 1, HUVEC inhibit 93, H69AR inhibit 111, ERa coact inh 6, sEH activator 2, ERa coact pot 97, Smad3 inh 11, Lung fibro prol 97 and Candida biofilm 5.
COC(=O)CNC(=O)c1ccc(=O)oc1 was read as ERb SRC1 inh -5, HUVEC inhibit 102, H69AR inhibit 85, ERa coact inh -30, sEH activator 16, ERa coact pot 119, Smad3 inh -4, Lung fibro prol 100 and Candida biofilm 0.
`CC1(C)Cc2[nH]c(=O)c(C#N)cc2CS1` gave ERb SRC1 inh 0[fluorescence artefact?], HUVEC inhibit 96, H69AR inhibit 89, ERa coact inh 2[fluorescence artefact?], sEH activator 4, ERa coact pot 99, Smad3 inh 9, Lung fibro prol 101 and Candida biofilm 6.
COCCCNC(=O)C1CCN(S(=O)(=O)N(CC(C)C)CC(C)C)CC1 was read as ERb SRC1 inh 5[fluorescence artefact?], HUVEC inhibit 94, H69AR inhibit 98, ERa coact inh 0[fluorescence artefact?], sEH activator -3, ERa coact pot 110[fluorescence artefact?], Smad3 inh 0, Lung fibro prol 96 and Candida biofilm 10.
COc1ccc(NC(=O)CSc2nnc(-c3ccccn3)n2N)c(OC)c1 was read as ERb SRC1 inh 25[fluorescence artefact?], HUVEC inhibit 95, H69AR inhibit 96, ERa coact inh -2, sEH activator 6, ERa coact pot 105, Smad3 inh -19[fluorescence artefact?], Lung fibro prol 92 and Candida biofilm -5.

In the list so far, these have two or more sulfur atoms.
`O=C(c1ccccc1/S(=N/S(=O)(=O)c1ccccc1)N1CCOCC1)N1CCOCC1` (stereo not drawn) gave ERb SRC1 inh 3, HUVEC inhibit 100, H69AR inhibit 92, ERa coact inh 0, sEH activator 7, ERa coact pot 122, Smad3 inh -8, Lung fibro prol 97 and Candida biofilm 11.
Screening CSc1nc(-c2ccc(C)cc2)[nH]c1S(=O)(=O)c1ccccc1 returned ERb SRC1 inh -10, HUVEC inhibit 101, H69AR inhibit 82, ERa coact inh -8, sEH activator -20, ERa coact pot 93, Smad3 inh 3, Lung fibro prol 97 and Candida biofilm 3.

Retrieved by structure from the entries so far (2):
CCOc1cccc(NCc2cc3c(C(C)(C)C)nn(-c4ccccc4)c3[nH]c2=O)c1 was read as ERb SRC1 inh -27, HUVEC inhibit 100, H69AR inhibit 48, ERa coact inh 1, sEH activator -22, ERa coact pot 107, Smad3 inh 10, Lung fibro prol 91 and Candida biofilm 4.
Screening CSc1nc(-c2ccc(C)cc2)[nH]c1S(=O)(=O)c1ccccc1 returned ERb SRC1 inh -10, HUVEC inhibit 101, H69AR inhibit 82, ERa coact inh -8, sEH activator -20, ERa coact pot 93, Smad3 inh 3, Lung fibro prol 97 and Candida biofilm 3.

The results go on:
For COc1ccccc1OCCSc1nnnn1C1CCCCC1 the results were ERb SRC1 inh 15, HUVEC inhibit 85, H69AR inhibit 88, ERa coact inh 11, sEH activator 7, ERa coact pot 84, Smad3 inh -12, Lung fibro prol 96 and Candida biofilm 4.
For Cn1nc(C(C)(C)C)cc1C(=O)NCc1ccc(N2CCCC2=O)cc1 the results were ERb SRC1 inh -5, HUVEC inhibit 50, H69AR inhibit 87, ERa coact inh 2, ERa coact pot 112, Smad3 inh 1, Lung fibro prol 106 and Candida biofilm 4.
`N#Cc1cn(CC(=O)NCc2cccnc2)c2ccccc12` gave ERb SRC1 inh -6, HUVEC inhibit 100, H69AR inhibit 96, ERa coact inh -4, sEH activator 8, ERa coact pot 110, Smad3 inh 8, Lung fibro prol 96 and Candida biofilm 5.
CC1Cc2ccccc2N1C(=O)C1CCCN1S(=O)(=O)c1ccc(Cl)cc1 (stereo not drawn) was read as ERb SRC1 inh -10, HUVEC inhibit 102, H69AR inhibit 89, ERa coact inh -1, ERa coact pot 97, Smad3 inh 1 and Lung fibro prol 89.
CSCCC(NS(=O)(=O)/C=C/c1ccccc1)C(=O)N1CCC(C)CC1 (stereo not drawn) was read as ERb SRC1 inh 6, HUVEC inhibit 99, H69AR inhibit 88, ERa coact inh 9, sEH activator -13, ERa coact pot 83, Smad3 inh -2, Lung fibro prol 87 and Candida biofilm 8.
Screening Cc1cc(Cl)ccc1OCc1n[nH]c(=S)n1C1CCCCC1 returned ERb SRC1 inh -2, HUVEC inhibit 105, H69AR inhibit 41, ERa coact inh 6, sEH activator -36, ERa coact pot 37, Smad3 inh 11, Lung fibro prol 102 and Candida biofilm -3.
CC1CC(=O)C2=C(C1)OC(N)=C(C#N)C2c1coc2ccccc2c1=O (stereo not drawn) was read as ERb SRC1 inh -6, HUVEC inhibit 99, H69AR inhibit 94, ERa coact inh 4, sEH activator 10, ERa coact pot 107, Smad3 inh 4, Lung fibro prol 97 and Candida biofilm 2.
CCOC(=O)c1[nH]cnc1C(=O)Nc1cccc(N)n1 was read as ERb SRC1 inh 2[fluorescence artefact?], HUVEC inhibit 97, H69AR inhibit 82, ERa coact inh -5, ERa coact pot 113, Smad3 inh -19, Lung fibro prol 99 and Candida biofilm 4.
CC(=O)NC1CC(C)(C)N(OC(C)=O)C(C)(C)C1 was read as ERb SRC1 inh -1, HUVEC inhibit 99, H69AR inhibit 90, ERa coact inh 3[fluorescence artefact?], sEH activator -1, ERa coact pot 106, Smad3 inh 7[fluorescence artefact?], Lung fibro prol 95 and Candida biofilm 5.
`CCOC(=O)N1CCN(C(=O)c2n[nH]c(=O)c3ccccc23)CC1` gave ERb SRC1 inh 3[fluorescence artefact?], HUVEC inhibit 104, H69AR inhibit 112, ERa coact inh -4, sEH activator -6, ERa coact pot 126, Smad3 inh 10, Lung fibro prol 98 and Candida biofilm 6.
CC1CCN(S(=O)(=O)c2cccc(-c3csc(-c4cccnc4)n3)c2)CC1 was read as ERb SRC1 inh -17, HUVEC inhibit 104, H69AR inhibit 84, ERa coact inh -6, sEH activator 0, ERa coact pot 149, Smad3 inh -1, Lung fibro prol 107 and Candida biofilm -5.
`COc1ccc(Cl)cc1NC(=O)NC1CCCCC1` gave ERb SRC1 inh 1, HUVEC inhibit 88, H69AR inhibit 80, ERa coact inh 1[fluorescence artefact?], sEH activator -22, ERa coact pot 99, Smad3 inh 14, Lung fibro prol 100 and Candida biofilm 2.

Assay outcomes deposited in PubChem by several laboratories.
